From PubChem
pPAFAH FP inh: pPAFAH (human) enzyme inhibition. Q13093. recombinant pPAFAH, FP-rhodamine probe fluorescence polarization. inhibition, % at 3.39 µM. 330,000 tested, 1.5% active. AID 463082;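 active = inhibition above the mean inhibition across the screen plus 3 SD, cut at about 25% in these data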;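 also: inhibitors block binding of the rhodamine activity-based probe so polarization drops; 0% = enzyme with DMSO and 100% = wells lacking pPAFAH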
LYPLA1 inh: blocks human lysophospholipase 1, a PME1 counter-screen. recombinant LYPLA1, FP-Rh probe fluorescence polarization. 320,000 tested, 0.16% active. O75608. inhibition, % at 5.9 µM;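 active = inhibition above the mean of all tested compounds plus 3 SD, set per campaign, cut at about 14% in these data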;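 also: inhibitors block serine hydrolase probe labeling of LYPLA1 so polarization falls; 0% = enzyme with DMSO and 100% = wells lacking LYPLA1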
PAD4 FP inh: inhibitors of human PAD4; 330,000 tested, 0.41% active; inhibition, % at 6.36 µM; AID 485272; Q9UM07; recombinant PAD4, RCA probe fluorescence polarization;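 active = percent inhibition above a cutoff equal to the mean of all tested compounds plus 3 SD, cut at about 15% in these data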;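 also: 0% = PAD4 with RCA probe and DMSO and 100% = probe without PAD4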
Target sequence (Q9UM07 whole entry, looked up): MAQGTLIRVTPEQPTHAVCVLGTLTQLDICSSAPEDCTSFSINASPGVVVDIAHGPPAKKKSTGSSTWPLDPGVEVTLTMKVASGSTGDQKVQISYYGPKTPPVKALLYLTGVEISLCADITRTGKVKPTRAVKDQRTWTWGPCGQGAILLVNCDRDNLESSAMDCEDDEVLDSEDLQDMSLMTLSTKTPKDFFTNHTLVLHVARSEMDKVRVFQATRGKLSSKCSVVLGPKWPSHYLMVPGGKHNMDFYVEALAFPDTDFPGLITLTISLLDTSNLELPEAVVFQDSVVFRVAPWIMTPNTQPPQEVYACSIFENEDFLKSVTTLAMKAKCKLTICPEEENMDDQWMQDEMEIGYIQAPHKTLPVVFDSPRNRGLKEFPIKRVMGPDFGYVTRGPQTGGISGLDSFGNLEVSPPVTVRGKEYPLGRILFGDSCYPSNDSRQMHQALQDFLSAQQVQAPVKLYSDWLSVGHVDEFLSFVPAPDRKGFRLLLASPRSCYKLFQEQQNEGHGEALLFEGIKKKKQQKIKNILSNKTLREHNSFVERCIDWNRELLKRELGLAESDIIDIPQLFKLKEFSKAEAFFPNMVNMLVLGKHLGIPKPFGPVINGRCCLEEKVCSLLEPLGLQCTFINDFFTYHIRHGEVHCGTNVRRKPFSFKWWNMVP
PAFAH1B2 inh: blocks human PAF acetylhydrolase 1b catalytic subunit 2. P68402. recombinant PAFAH1B2, FP-rhodamine activity probe, fluorescence polarization. inhibition, % at 3.39 µM. 340,000 tested, 1.2% active. AID 492953;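 active = inhibition above the mean of all tested compounds plus 3 SD, cut at about 24% in these data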;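 also: 0% = enzyme with DMSO and 100% = wells lacking PAFAH1B2; many of its hits are not listed in these tables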
PAFAH2 inh: inhibitors of human PAFAH2; Q99487; inhibition, % at 3.39 µM; 340,000 tested, 0.99% active; recombinant PAFAH2, FP-rhodamine activity probe, fluorescence polarization; AID 492956;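 active = inhibition above the mean over all tested compounds plus 3 SD, cut at about 30% in these data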;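 also: inhibitors block probe labeling of enzyme so polarization drops; 0% = enzyme with DMSO and 100% = wells lacking PAFAH2 protein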
PAFAH1B3 FP inh: PAFAH1B3 (human) inhibition | Q15102 | recombinant PAFAH1B3, FP-rhodamine probe, fluorescence polarization | inhibition, % at 3.39 µM | 340,000 tested, 0.28% active | AID 492972;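 active = inhibition above the screen-wide average of all tested compounds plus 3 SD, cut at about 25% in these data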;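 also: 0% = enzyme with DMSO only and 100% = wells lacking PAFAH1B3 protein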
Target sequence (Q15102 whole entry, looked up): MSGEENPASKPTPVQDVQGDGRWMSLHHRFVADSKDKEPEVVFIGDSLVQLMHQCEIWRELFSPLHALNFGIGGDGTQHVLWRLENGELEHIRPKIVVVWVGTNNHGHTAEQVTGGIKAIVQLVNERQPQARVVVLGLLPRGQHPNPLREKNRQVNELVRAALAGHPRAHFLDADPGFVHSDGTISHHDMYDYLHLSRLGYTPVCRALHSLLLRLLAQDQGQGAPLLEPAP
LYPLA2 inh: LYPLA2 (human) inhibition in PME1 counter-screen; O95372; recombinant LYPLA2, FP-Rh probe fluorescence polarization; inhibition, % at 5.9 µM; 320,000 tested, 0.38% active;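 active = inhibition above the screen-wide mean plus 3 SD, limit set per campaign, cut at about 26% in these data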;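 also: 0% = LYPLA2 with DMSO and 100% = wells lacking LYPLA2 enzyme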
GSTO1 inh: counter-screen for RBBP9 inhibitors: inhibitors of human GSTO1; P78417; recombinant GSTO1, activity-based probe fluorescence polarization; inhibition, % at 5.96 µM; 300,000 tested, 1.1% active;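 active = inhibition above the campaign mean inhibition plus 3 SD, cut at about 35% in these data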;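 also: 0% = GSTO1-1 with DMSO and 100% = wells lacking GSTO1-1 enzyme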
PME-1 inh: PME-1 (human) inhibition | inhibition, % at 5.9 µM | AID 2130 | recombinant PME-1, FP-Rh probe fluorescence polarization | Q9Y570 | 320,000 tested, 0.53% active;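 active = inhibition above the campaign mean of all compounds plus 3 SD, cut at about 26% in these data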;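 also: competitive labeling of PME-1 active site by serine hydrolase directed probe; 0% = PME-1 with DMSO and 100% = wells lacking PME-1 enzyme; inhibitors block probe labeling so polarization falls and inhibition rises; many of its hits are not listed in these tables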
Starred values were filed as active, the others as inactive; x = not tested or not shown. An excerpt, so the mix of outcomes need not match the whole.

1) O=C(/C=C/c1ccccc1)c1c[nH]c2ccccc12
2) COc1ccc2oc(C(=O)OCC(=O)N(Cc3ccccc3)C(C)(C)C)c(C)c2c1
3) CC(=O)CSc1ncnc2sc3c(c12)CCC3
4) Cc1ccc(CNC(=O)c2cc(-c3cc(C)cc(C)c3O)n[nH]2)cc1
5) CCOC(=O)[C@H]1[C@H]2COc3cc(OC)ccc3[C@@H]2N2C(=O)N(c3ccc(Cl)cc3)C(=O)[C@@]12C
6) O=S1(=O)NC(=NCC(c2ccco2)N2CCCCC2)c2ccccc21 (configuration not stated)
7) O=C(CCl)Nc1cccc(CP(=O)(c2ccccc2)c2ccccc2)c1
8) CNc1snc(C)c1C(=O)OC(C)C(=O)Nc1cccc(OC)c1 (configuration not stated)
compound no.,1,2,3,4,5,6,7,8
pPAFAH FP inh,0,7,5,1,3,1,-4,-4
LYPLA1 inh,-1,-5,-1,-7,-3,-1,-2,2
PAD4 FP inh,0,-2,-3,1,5,-1,2,0
PAFAH1B2 inh,0,3,-4,4,4,12,1,1
PAFAH2 inh,-5,-6,1,-5,6,6,5,-2
PAFAH1B3 FP inh,0,-16,1,-4,-8,7,-1,7
LYPLA2 inh,5,-8,-1,-20,-1,3,6,2
GSTO1 inh,-18,3,5,-3,2,6,88*,x
PME-1 inh,-5,-7,11,2,-2,5,0,-5

9) COCCNC(=O)CSc1ccccc1C(=O)NC1CCSc2ccccc21 (configuration not stated)
10) Cc1cc(C)n(-c2cc(N3CCN(C(=O)c4cccc(Br)c4)CC3)ccc2[N+](=O)[O-])n1
11) NS(=O)(=O)c1ccc2ccccc2c1
12) COc1cccc(NC(=O)C(Sc2nc3ccccc3c(=O)n2CC(C)C)c2ccccc2)c1 (configuration not stated)
13) CC(C)Oc1ccc(CC2CC(=O)NC2=O)cc1 (configuration not stated)
14) O=C(NCC1CCCO1)C1CC(=O)N(C2CCCCCC2)C1 (configuration not stated)
15) O=C(COC(=O)CNC(=O)c1cccc([N+](=O)[O-])c1)Nc1nc2ccccc2s1
16) C=CCNC(=O)CSc1ccc(Cl)cc1
compound no.,9,10,11,12,13,14,15,16
pPAFAH FP inh,0,7,-1,-3,1,-3,-1,3
LYPLA1 inh,1,5,5,2,-5,0,-3,2
PAD4 FP inh,1,-3,2,-3,-3,-1,1,-2
PAFAH1B2 inh,-3,9,4,3,8,1,0,29*
PAFAH2 inh,4,4,1,3,10,2,-7,-7
PAFAH1B3 FP inh,2,-1,11,4,5,0,-3,0
LYPLA2 inh,1,8,7,2,-4,-2,-9,0
GSTO1 inh,-3,7,4,6,-2,-2,0,-2
PME-1 inh,-1,10,4,3,6,-9,-3,3

17) CC1CCN(C(=O)COC(=O)c2ccccc2NC(=O)c2ccco2)CC1
18) Cc1ccc(NC(=O)Cn2nnc(C(=O)NCc3cccs3)c2N)cc1F
19) COc1ccc(CNC(=O)CCS(=O)(=O)c2cccc3nonc23)cc1
20) CCc1nc(SCC(=O)N2CCCCCC2)c2c(=O)n(C)c(=O)n(C)c2n1
21) Cn1c(Cl)c(/C=N/OC(=O)C(C)(C)C)c2ccccc21
22) O=S(=O)(Nc1ccc(-n2cccc2)cc1)c1ccc(Cl)cc1Cl
23) CN(CC(=O)Nc1ccc(F)cc1)C(=O)COC(=O)CNC(=O)c1ccc(Cl)cc1Cl
24) CCc1sc(C(=O)N2CCN(CC(=O)Nc3cccc(F)c3)CC2)cc1C
compound no.,17,18,19,20,21,22,23,24
pPAFAH FP inh,1,-6,1,0,-3,2,-4,-3
LYPLA1 inh,-1,-4,-1,-3,3,-3,4,-2
PAD4 FP inh,-2,-3,-2,-5,-1,-6,2,-4
PAFAH1B2 inh,-1,4,1,3,5,16,1,5
PAFAH2 inh,5,2,6,-1,4,-2,2,11
PAFAH1B3 FP inh,-1,6,8,-9,7,6,4,1
LYPLA2 inh,6,-5,3,3,-3,-2,4,0
GSTO1 inh,2,0,7,0,11,5,4,x
PME-1 inh,2,-1,8,2,-1,-3,3,-6

Some of the entries so far, with values under each structure:
Order of values – pPAFAH FP inh	LYPLA1 inh	PAD4 FP inh	PAFAH1B2 inh	PAFAH2 inh	PAFAH1B3 FP inh	LYPLA2 inh	GSTO1 inh	PME-1 inh
20) CCc1nc(SCC(=O)N2CCCCCC2)c2c(=O)n(C)c(=O)n(C)c2n1
  0	-3	-5	3	-1	-9	3	0	2
24) CCc1sc(C(=O)N2CCN(CC(=O)Nc3cccc(F)c3)CC2)cc1C
  -3	-2	-4	5	11	1	0	x	-6
13) CC(C)Oc1ccc(CC2CC(=O)NC2=O)cc1 (configuration not stated)
  1	-5	-3	8	10	5	-4	-2	6
1) O=C(/C=C/c1ccccc1)c1c[nH]c2ccccc12
  0	-1	0	0	-5	0	5	-18	-5
4) Cc1ccc(CNC(=O)c2cc(-c3cc(C)cc(C)c3O)n[nH]2)cc1
  1	-7	1	4	-5	-4	-20	-3	2
11) NS(=O)(=O)c1ccc2ccccc2c1
  -1	5	2	4	1	11	7	4	4

Later entries:
25) CCOc1ccc(CCNC(=O)C2CC(=O)N(c3ccc4c(c3)OCCO4)C2)cc1OCC (configuration not stated)
26) Cc1c(NC(=O)c2nn3c(C(F)(F)F)cc(-c4ccccc4)nc3c2Cl)c(=O)n(-c2ccccc2)n1C
27) CCOc1cc2c(cc1OC)C(NC(=O)c1ccco1)CC2=O (configuration not stated)
28) CC(C)c1ccc(NC(=O)[C@H](Cc2c[nH]c3ccccc23)NC(=O)[C@@H]2Cc3ccccc3CN2)cc1
29) COCCCN(C)C1CCN(C(=O)Nc2ccc(F)cc2)CC1
30) COCCSc1ccccc1C(=O)Nc1ccc(Br)cc1
31) C=CCOc1ccc(C(=O)NC2CCCCC2)cc1
32) CCc1ccc2[nH]c(O)c(N=NC3=NC(=O)CS3)c2c1
compound no.,25,26,27,28,29,30,31,32
pPAFAH FP inh,-2,6,1,5,7,-4,-1,24
LYPLA1 inh,0,-4,-1,-1,-1,4,-2,5
PAD4 FP inh,5,1,1,-3,6,4,0,3
PAFAH1B2 inh,1,8,1,-3,3,4,4,34*
PAFAH2 inh,0,0,-2,-11,-3,1,13,-5
PAFAH1B3 FP inh,10,4,1,-2,-7,5,-4,9
LYPLA2 inh,1,1,-1,-1,0,0,-1,3
GSTO1 inh,9,4,-6,-1,3,13,-5,29
PME-1 inh,4,-2,4,-2,0,-5,3,32*

33) Cc1ccc(C(=O)NC(C(=O)NC2CCCC2)c2ccccc2)cc1 (configuration not stated)
34) CN(C)CCCN(C(=O)CCS(=O)(=O)c1ccccc1)c1nc2cc3c(cc2s1)OCO3
35) CCOC(=O)c1c(NC(=O)Cc2cccs2)sc(C(=O)N2CCCCC2)c1C
36) CCOc1ccc(C(=O)NCC(=O)N2CCC3CCCCC3C2)cc1OCC (configuration not stated)
37) CN(C(=O)CC1C(=O)NCCN1Cc1cccc(F)c1F)C1CCOCC1 (configuration not stated)
38) CCCCC(CC)C1OCC(CN2CCCCC2)O1 (configuration not stated)
39) CCOc1ccc(NC(=O)c2ccco2)cc1S(=O)(=O)N1CCCC1
40) O=C(CCN1CCOCC1)NC1CCCN(Cc2ccccc2F)C1 (configuration not stated)
compound no.,33,34,35,36,37,38,39,40
pPAFAH FP inh,1,5,11,1,9,-3,-3,-4
LYPLA1 inh,-1,3,0,4,0,2,-1,1
PAD4 FP inh,4,-2,-2,-2,-2,2,3,3
PAFAH1B2 inh,3,4,5,4,7,2,-2,2
PAFAH2 inh,0,-9,2,-1,1,-4,-5,-1
PAFAH1B3 FP inh,-10,12,0,3,9,-2,6,0
LYPLA2 inh,-1,3,-4,6,3,9,0,6
GSTO1 inh,-3,-1,16,2,2,4,x,8
PME-1 inh,-2,1,3,1,2,1,2,-3

41) COc1ccc2[nH]c3c(c2c1)CCN1C(=O)C(CC(=O)NCCCn2ccnc2)C[C@H](C(=O)N2CCCCC2)[C@@]31C (some centres not stated)
42) O=C(Nc1cc(Cl)ccc1N1CCOCC1)c1cnccn1
43) CC1(C)CC2CC(C)(CN2C(=O)C23CCC(C)(C(=O)O2)C3(C)C)C1 (configuration not stated)
44) COc1ccc(N2CCN(C(=O)C3(C)CC3(Cl)Cl)CC2)cc1 (configuration not stated)
45) CC(C)CCN1C(=O)CC(NNC(=O)c2ccc(S(=O)(=O)N3CCCC3)cc2)C1=O (configuration not stated)
46) OCCCNCc1ccc(N(c2ccccc2)c2ccccc2)cc1
47) CCS(=O)(=O)c1nc(S(=O)(=O)c2ccc(Cl)cc2)c(N2CCCC2)s1
48) CCN1C(=O)[C@H]2[C@@H](c3ccc(C)cc3)N3C(=O)N(c4ccc(C)cc4)C(=O)[C@@]3(C)[C@H]2C1=O
compound no.,41,42,43,44,45,46,47,48
pPAFAH FP inh,3,-4,2,1,3,4,-7,2
LYPLA1 inh,x,-2,1,-1,1,5,-2,0
PAD4 FP inh,-5,0,-4,-2,-3,-2,-8,-2
PAFAH1B2 inh,2,4,20,0,4,-1,1,-8
PAFAH2 inh,11,0,-3,-15,6,-4,0,-7
PAFAH1B3 FP inh,2,0,6,8,5,12,3,0
LYPLA2 inh,x,1,1,9,-2,7,3,2
GSTO1 inh,x,5,2,0,10,7,-4,7
PME-1 inh,x,-13,-5,3,-1,1,-2,4

49) Cc1noc(C)c1C(=O)N1CCN(S(=O)(=O)c2cccs2)CC1
50) Oc1cc(Br)ccc1C=Nc1ccc(N2CCCCC2)cc1
51) CCOc1cc(C=O)ccc1OCC(=O)N1CCCC1
52) COc1ccc(C(=O)COC(=O)CCN=C2NS(=O)(=O)c3ccccc32)c(OC)c1
53) O=C(c1ccc([N+](=O)[O-])cc1)N1CCSC1c1ccccc1 (configuration not stated)
54) COc1ccc(NS(=O)(=O)c2cccc(C(=O)N3CCN(Cc4cc(OC)ccc4OC)CC3)c2)cc1
55) COc1ccc(NC(=O)c2nc[nH]c2C(=O)NCC(=O)OC(C)(C)C)cc1
56) COc1cccc(NC(=O)Cc2csc(NC(=O)Nc3ccccc3OC)n2)c1
compound no.,49,50,51,52,53,54,55,56
pPAFAH FP inh,-5,21,2,1,6,20,2,3
LYPLA1 inh,-4,5,3,-4,1,0,-3,-12
PAD4 FP inh,5,10,-5,-4,2,0,0,-2
PAFAH1B2 inh,-1,5,1,4,13,3,0,7
PAFAH2 inh,-2,-4,6,3,7,-2,-6,-8
PAFAH1B3 FP inh,-1,4,2,7,-1,1,4,9
LYPLA2 inh,2,9,2,-5,10,3,-6,-9
GSTO1 inh,1,53*,4,2,-2,6,8,-5
PME-1 inh,-5,0,-8,-1,-2,5,0,-3

57) CCSCCOC(=O)C1=C(C)NC(=O)NC1c1ccc2c(c1)OCO2 (configuration not stated)
58) COc1ccc(C(=O)c2coc3ccc(OC(C)=O)cc23)cc1
59) O=C(CCN=C1NS(=O)(=O)c2ccccc21)OCc1ccccc1
60) COc1cc(C(=S)N2CCOCC2)ccc1OS(=O)(=O)c1ccc(NC(C)=O)cc1
compound no.,57,58,59,60
pPAFAH FP inh,2,1,-10,4
LYPLA1 inh,2,0,2,3
PAD4 FP inh,-1,2,-1,3
PAFAH1B2 inh,7,1,1,2
PAFAH2 inh,6,-1,-4,-1
PAFAH1B3 FP inh,8,0,6,1
LYPLA2 inh,8,4,-3,0
GSTO1 inh,-10,2,8,4
PME-1 inh,-1,4,2,0
